NFkB transloc pot = enhances IL-1B driven NFkB nuclear translocation. HUVEC IL-1B NFkB p65 nuclear translocation imaging. activation, % at 2 µM. hit rate 0.3% among 94,000. AID 819;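 active = activation above 40%, about the mean plus 3 SD, also judged a hit on visual image review; inconclusive = activation above 40% but not a hit on visual review; inactive = activation not above 40% and no visual hit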;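 note: percent activation is computed from the nuclear over cytoplasmic p65 intensity ratio; values of inactives mirror those of a sister screen read the other way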
PLAP inhibition = inhibition of human placental alkaline phosphatase – biochemical, luminescence, HTS (AID 690). one-dose inhibition, % at 20 µM; IC50 in µM for titrated hits. hit rate 0.08% among 96,000. purified PLAP, luminescent substrate; higher % means a stronger effect; in the data active = a potency from the dose series; inactive = the rest, 99 in 100 with inhibition below about 30%; note: strong numbers were not always called active
MRP reversal = reverses drug resistance mediated by MRP | differential viability (reversal), % at 10 µM | H69AR cells + 2 uM doxorubicin, CellTiter-Glo, 72 h | hit rate 0.04% among 85,000;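 active = viability drop by adding the cancer drug above about 55%, with treated viability meeting a 40% cutoff, limit read from the data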;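 note: viability without doxorubicin minus viability with 2 µM doxorubicin for each compound; larger differential means the compound sensitizes cells more to doxorubicin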
NFkB transloc inh = blocks IL-1B driven NFkB nuclear translocation in HUVEC cells; HUVEC IL-1B NFkB p65 nuclear translocation imaging; inhibition, % at 2 µM; hit rate 0.43% among 94,000; AID 796;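 active = inhibition above about 30% together with a positive call from visual inspection of the well image, limit read from the data; inconclusive = inhibition above a set limit but visual check negative; inactive = inhibition not above a set limit, visual check negative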;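 note: nuclear over cytoplasmic p65 intensity ratio measured by imaging; 0% = IL-1B stimulated DMSO wells and 100% = unstimulated DMSO wells; values of inactives mirror those of a sister screen read the other way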
Bcl-B displacement = displacers of TR3 peptide from Bcl-B, primary screen, selectivity assay for Bfl-1 inhibitor project, biochemical, fluorescence polarization | hit rate 0.11% among 96,000 | AID 748 | one-dose displacement, % at 20 µM; IC50 in µM for titrated hits | FP displacement of FITC-TR3 peptide from Bcl-B; higher % means a stronger effect;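 active = displacement above 50% at 20 µM plus a fluorescence interference ratio under 1.5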;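 note: plate controls were wells without compound for no effect and wells lacking Bcl-B protein for full effect; a part of the inactive calls stands beside numbers as strong as those of hits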
MRP reversal cytotoxicity = recorded beside MRP reversal, whose call it bears; viability, %; H69AR cells, CellTiter-Glo, 72 h; measured here: cytotoxicity without doxorubicin
MRP reversal with doxorubicin = further read-out of MRP reversal, marked with its call; viability, %; measured here: viability with 2 uM doxorubicin; stronger effect = lower value
NFkB transloc inh cell count 2 µM = recorded beside NFkB transloc inh, whose call it bears; cell count; measured here: cells passing quality filter;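 raw number of nuclei counted in each imaged well without normalization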
NFkB transloc pot cell count 2 µM = further read-out of NFkB transloc pot, marked with its call; cell count; measured here: cells passing quality filter
Starred values were filed as active, the others as inactive; ? = inconclusive; . = no result given. The list is partial. The share of hits here may be higher or lower than overall.

SMILES	NFkB transloc pot	NFkB transloc pot cell count 2 µM	PLAP inhibition	MRP reversal	MRP reversal cytotoxicity	MRP reversal with doxorubicin	NFkB transloc inh	NFkB transloc inh cell count 2 µM	Bcl-B displacement
CCCn1c(=S)[nH]c2cc(OC)c(OC)cc2c1=O	2	220	0%	-34	35	69	-2	220	-8%
Cc1ccc(-c2nnn(CC(=O)N(CC3CCCO3)C(C(=O)NC3CCCC3)c3ccc(F)cc3)n2)o1 (configuration not stated)	-5	152	4%	7	59	52	5	152	2%
Cc1ccccc1-n1c(Cc2cccs2)n[nH]c1=S	-10	136	-10%	.	.	.	10	136	2%
CC(Cc1ccccc1)N/C=C1/CC(=O)NC1=O (configuration not stated)	29	71	-17%	9	93	84	-29	71	34%
CS(=O)(=O)N(CC(=O)N1CCC(C(N)=O)CC1)c1ccc(Oc2ccccc2)cc1	.	.	-20%	0	97	97	.	.	1%
CCCCN=c1scc(-c2ccc3c(c2)NC(=O)CO3)n1N=C1CCCC1	26	199	14%	.	.	.	-26	199	-13%
O=C(CSc1ccccc1)Nc1ccc(NC(=O)c2ccco2)cc1	-9	124	7%	.	.	.	9	124	-2%
Cc1ccc(CSc2ncn(-c3ccccc3)n2)cc1	21	172	34%	19	97	79	-21	172	-2%
CCOC(=O)c1ccc(NS(=O)C23CC4CC(CC(C4)C2)C3)cc1 (configuration not stated)	5	126	3%	5	96	91	-5	126	-20%
Cc1ccc(C(=O)CCCn2nnc(-c3cccnc3)n2)cc1C	-4	175	-38%	14	98	85	4	175	-3%
CN(C(=O)OCc1ccccc1)C(CC(N)=O)C(=O)O (configuration not stated)	10	125	-18%	-2	100	102	-10	125	0%
N#C[C@@H]1[C@@H]2C(=O)N(c3ccc4c(c3)OCCO4)C(=O)[C@@H]2C2c3ccccc3C=CN21 (some centres not stated)	-1	156	.	0	81	81	1	156	.
Cc1c(C(=O)N2CCC(C)CC2)sc2ncnc(N3CCN(c4ccccc4)CC3)c12	-6	144	-37%	.	.	.	6	144	-1%
COc1ccc(NCc2ccc(OC)c(OC)c2)cc1	8	144	-9%	.	.	.	-8	144	24%
CC(C)OCCCNC(=O)c1ccc(Br)cc1	2	185	9%	19	109	90	-2	185	-5%
CCOC(=O)c1c(C)[nH]c(C(=O)OCC(=O)Nc2ccc(OCC)cc2)c1C	-4	134	10%	.	.	.	4	134	-17%
CCOc1ccccc1C(=O)NCC(=O)OCC(=O)NCCc1ccc(S(N)(=O)=O)cc1	.	.	10%	-10	88	99	.	.	3%
Cc1oc(C)c2c(=O)ccc3c(c12)OC(N)=C(C#N)C3c1ccccc1 (configuration not stated)	3	117	-5%	-31	91	122	-4	117	5%
S=C(NCc1ccccn1)Nc1cccc(Cl)c1	3	173	13%	.	.	.	-3	173	-1%
Cc1cc(-n2c(C)cc(C(=O)CSc3ccc4c(c3)OCCO4)c2C)no1	-1	183	5%	-9	60	69	1	183	-18%
O=C1Cc2cccc3cccc1c23	-10	96	5%	-8	88	96	10	96	2%
C=C(C)COc1ccc(-c2n[nH]c(C)c2Oc2ccccc2OC)c(O)c1	-4	74	-67%	-15	7	22	4	74	-20%
Cc1ccc(N2C(=O)C3C4C=CC(C4)C3C2=O)cc1 (configuration not stated)	4	168	-12%	-8	94	102	-4	168	1%
O=S1(=O)CC(O)C(Nc2ccccc2Cl)C1 (configuration not stated)	.	.	-9%	.	.	.	.	.	-17%
O=C(Nc1ccccc1)N(Cc1cccnc1)Cc1ccco1	-9	86	0%	6	88	83	8	86	-1%

Full records from above:
O=C(Nc1ccccc1)N(Cc1cccnc1)Cc1ccco1 across the screens: NFkB transloc pot = -9; NFkB transloc pot cell count 2 µM = 86; PLAP inhibition = 0%; MRP reversal = 6; MRP reversal cytotoxicity = 88; MRP reversal with doxorubicin = 83; NFkB transloc inh = 8; NFkB transloc inh cell count 2 µM = 86; Bcl-B displacement = -1%
CCOc1ccccc1C(=O)NCC(=O)OCC(=O)NCCc1ccc(S(N)(=O)=O)cc1 across the screens: NFkB transloc pot = .; NFkB transloc pot cell count 2 µM = .; PLAP inhibition = 10%; MRP reversal = -10; MRP reversal cytotoxicity = 88; MRP reversal with doxorubicin = 99; NFkB transloc inh = .; NFkB transloc inh cell count 2 µM = .; Bcl-B displacement = 3%

The results go on:
SMILES	NFkB transloc pot	NFkB transloc pot cell count 2 µM	PLAP inhibition	MRP reversal	MRP reversal cytotoxicity	MRP reversal with doxorubicin	NFkB transloc inh	NFkB transloc inh cell count 2 µM	Bcl-B displacement
CCCc1cc(C(=O)Nc2c(C)n(C)n(-c3ccccc3)c2=O)no1	13	187	-18%	-1	96	97	-13	187	13%
CCOC(=O)C(O)(C1C(=O)CC(C)(C)CC1=O)C(F)(F)F (configuration not stated)	12	112	-12%	-15	95	110	-12	112	-8%
Cc1ccccc1-c1nnn(CC(=O)NCc2ccc3c(c2)OCO3)n1	4	123	28%	4	97	93	-4	123	3%
CC(=O)Nc1c(C(=O)c2ccc(F)cc2)oc2ccccc12	-2	127	-13%	8	104	96	2	127	4%
Cc1c(C(=O)Nc2ccc(C(=O)O)cc2)cnn1C	-12	118	-1%	4	97	93	12	118	-17%
COC(=O)c1ccc2c(c1)C(C)(C)C(/C=C/c1ccc(O)cc1)=[N+]2C	-34	163	11µM*	.	.	.	34*	163*	-18%
CCCCNC(=O)CCn1c(=O)c2ccccc2n(CC(=O)N2CC(C)CC(C)C2)c1=O (configuration not stated)	-6	177	-44%	-4	85	89	6	177	-7%
COc1ccc(NC(=S)Nc2nc(CC(=O)Nc3ccccc3OC)cs2)cc1	2	79	-17%	.	.	.	-2	79	9%
Cc1cc(S(=O)(=O)NC(C)C)ccc1OCC(=O)N1CCOCC1	9	74	10%	-1	104	105	-9	74	1%
CCCCCn1c(N2CCOCC2)nc2c1c(=O)n(CC(N)=O)c(=O)n2C	-11	132	-19%	20	66	46	11	132	2%
Cc1cc(C)n2nc(-c3ccsc3-n3c(C)ccc3C)cc2n1	-8	162	-14%	.	.	.	8	162	0%
COc1ccccc1NC(=O)Cn1nnc(-c2ccccc2NC(=O)c2cc3ccccc3oc2=O)n1	0	122	-11%	.	.	.	0	122	-10%
CC(=O)SC(C)CC(=O)NCc1ccccc1 (configuration not stated)	-2	190	14%	-3	112	116	2	190	1%
O=C(CSc1ncccn1)N/N=C/c1cccs1	.	.	2%	.	.	.	.	.	1%
Cc1cc(C)n(-c2ccc(C(=O)NCc3cccs3)cc2)n1	3	85	6%	5	91	85	-3	85	-8%
O=C(Nc1cc(C(F)(F)F)ccc1N1CCOCC1)c1ccccc1	12	142	7%	.	.	.	-12	142	-10%
COc1ccc(-n2c(N)c(C(=O)NCC3CCCO3)sc2=S)cc1 (configuration not stated)	-4	138	-12%	12	95	83	4	138	0%
CC(=O)c1sc(Nc2ccccn2)nc1C	-5	111	6%	-19	56	75	5	111	1%
Cc1cc(C)n(-c2ncc(-c3ccccc3)nn2)n1	7	67	16%	4	86	82	-7	67	6%
O=S(=O)(c1ccc2nc(Cc3ccccc3)[nH]c2c1)N1CCOCC1	8	127	-123%	20	100	80	-8	127	3%
COCCN(C(=O)CN1CCCc2ccccc21)c1c(N)n(Cc2ccccc2)c(=O)[nH]c1=O	-10	148	-32%	.	.	.	10	148	-57%
COC(=O)C(CC(C)C)NC(=O)CNC(=O)c1ccccc1C (configuration not stated)	-5	122	-29%	.	.	.	5	122	-3%
CN(C)S(=O)(=O)c1ccc(S(=O)(=O)NC2CCOC(C)(C)C2)cc1 (configuration not stated)	-4	144	.	12	90	77	4	144	.
O=C(NC1CCS(=O)(=O)C1)c1cccc(S(=O)(=O)N2CCOCC2)c1 (configuration not stated)	6	178	5%	18	105	86	-6	178	-2%
C=CCNc1nc(NCc2ccccc2)c(C#N)c2c1CN(C)CC2	15	90	-50%	-11	29	41	-15	90	2%
SMILES	NFkB transloc pot	NFkB transloc pot cell count 2 µM	PLAP inhibition	MRP reversal	MRP reversal cytotoxicity	MRP reversal with doxorubicin	NFkB transloc inh	NFkB transloc inh cell count 2 µM	Bcl-B displacement
CC(C)=C(C#N)c1nc2ccccc2s1	3	172	-12%	.	.	.	-3	172	-2%
Cc1ccccc1CN1C2=NCCCN2c2ccccc21	6	195	16%	11	86	76	-6	195	6%
Nc1nnc(CCOc2ccccc2Cl)s1	-61	410	7%	-7	82	89	61*	410*	-13%
COc1ccc(NC(=O)CSc2c(C)nn(-c3nnc(C)c(=O)[nH]3)c2C)cc1	3	133	-10%	3	100	97	-3	133	0%
CCN(c1ccccc1)S(=O)(=O)c1ccc(F)cc1C	24	185	12%	-2	88	90	-24	185	-3%
CCN(CC)C(=O)c1cccc(-c2ccc(OC)cc2)c1	21	129	0%	12	95	82	-21	129	-5%
COc1cccc(N2CCN(C(c3ccccn3)c3nnnn3C(C)(C)C)CC2)c1 (configuration not stated)	3	75	.	12	85	73	-2	75	.
CCCc1cc(C(=O)Nc2sc(C)c(C)c2C(=O)OCC)no1	.	.	-18%	-7	83	90	.	.	1%
CC(C)C(CC(=O)N1CCCCC1)C1CCOC(C)(C)C1 (configuration not stated)	-2	159	.	12	92	80	2	159	.
Cc1ccccc1C1CC(c2ccccc2)Nc2ncnn21 (configuration not stated)	17	174	-8%	-18	56	73	-17	174	7%
Cn1c(NC(=O)c2ccccc2)c(-c2ccccn2)c(=O)c2ccccc21	-2	122	-15%	-4	96	100	2	122	10%
Cc1cnc(C(=O)Nc2cccc(-c3nnc4n3CCCCC4)c2)cn1	.	.	.	-7	92	99	.	.	23%
Cc1cc(Cl)c(S(=O)(=O)Nc2ccc3c(c2)OCCO3)cc1OCC(=O)NC1CCCCC1	-15	145	2%	-6	84	90	15	145	21%
Cc1ccc(/C(N)=N/OC(=O)COc2ccccc2Cl)cc1	8	100	17%	.	.	.	-8	100	3%
CN(Cc1ccccc1)c1nc2c(c(=O)n(C)c(=O)n2C)n1CCSc1ncccn1	.	.	-40%	2	80	78	.	.	-2%
CCc1nnc(NS(=O)(=O)c2ccc(NS(=O)(=O)c3ccccc3)cc2)s1	-5	92	-3%	6	100	94	5	92	-2%
Cc1nn(C)c(C)c1S(=O)(=O)N1CCCC(C(=O)N2CCN(c3ccc(Cl)cc3)CC2)C1 (configuration not stated)	14	142	-63%	-9	51	61	-14	142	-7%
O=C(COc1ccc(S(=O)(=O)NC2CCCCC2)cc1)Nc1ccc2c(c1)OCCO2	1	209	-26%	5	90	85	-1	209	-2%
CCOC(=O)N1CCN(C(=O)c2ccc3c(=O)n(-c4ccc(F)cc4)c(=S)[nH]c3c2)CC1	23	208	3%	0	85	85	-23	208	-6%
CCOC(=O)c1[nH]c(C)c(C(=O)OC(C)C(=O)Nc2ncc(Cl)cc2Cl)c1C (configuration not stated)	-1	150	-3%	-21	26	46	1	150	1%
CCCCOc1nc(N)nc(-c2ccccc2)n1	30	105	-11%	17	92	75	-30	105	-2%
COc1ccc(CC(=O)Nc2nncs2)cc1OC	.	.	4%	-1	101	103	.	.	8%
N#Cc1cccc(NC(=O)CCC2CCCC2)c1	7	113	28%	7	89	82	-7	113	1%
O=C(c1cccc(-c2nnc(-c3ccccc3)o2)c1)N1CCCCCC1	1	119	-24%	9	86	78	-1	119	7%
CCC1Oc2ccccc2N(CC(=O)NCCN2CCc3ccccc3C2)C1=O (configuration not stated)	0	105	-25%	4	98	94	0	105	13%
COC(=O)c1cccnc1N1CCN(c2ccccc2F)CC1	10	132	-1%	.	.	.	-10	132	2%
COCCN1CCc2c(C)nc3c(-c4ccc(OC)c(OC)c4)cnn3c21	2	82	5%	.	.	.	-2	82	-18%
CCCCN(C(=O)CCC(=O)Nc1cc(C)on1)C(C(=O)NC(C)(C)C)c1cccc(OC)c1OC (configuration not stated)	?	.	.	-18	77	96	-45	123	.
COC(=O)c1cc(COc2ccc3oc(C)c(C(=O)OC(C)C)c3c2)c(C)o1	6	188	-88%	-17	87	103	-6	188	-2%
COc1cnn(-c2ccc(C)cc2)c(=O)c1SCc1ccccc1	.	.	9%	.	.	.	.	.	-8%

Printed as active in PLAP inhibition, of those listed so far:
molecule	NFkB transloc pot	NFkB transloc pot cell count 2 µM	PLAP inhibition	Bcl-B displacement
COC(=O)c1ccc2c(c1)C(C)(C)C(/C=C/c1ccc(O)cc1)=[N+]2C	-34	163	11µM*	-18%
